# ATG4B inh: ATG4B protease inhibitors, primary screen, biochemical, fluorescence, uHTS | Cysteine protease ATG4B (Homo sapiens), Q9Y4P1 | ATG4B cleavage of LC3-PLA2, NBD-HPC fluorescence, 1 h | inhibition, % at 8.33 µM | 0.51% of 340,000 active; in the data active = inhibition above about 40%
# hIAP activ: human IAP activators, primary screen, biochemical, luminescence, uHTS | Intestinal-type alkaline phosphatase (Homo sapiens), P09923 | activation factor at 10 µM | purified human IAP, CDP-Star luminescence, 30 min; active compounds read high; 1 = vehicle-only enzyme, 0 = enzyme-free background | 0.16% of 330,000 active | AID 2524, 2010;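 active = activation factor of the enzyme at least 2-fold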; note: the source names both 10 and 20 µM as test concentration; values of inactives mirror those of a sister screen read the other way
# hIAP inh: human IAP inhibitors, primary screen, biochemical, luminescence, uHTS | Intestinal-type alkaline phosphatase (Homo sapiens), P09923 | purified IAP, CDP-Star luminescence, 30 min | inhibition, % at 10 µM | 0.12% of 330,000 active | AID 2544, 2010;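 active = inhibition reaching a set limit with compound at 10 µM in the primary screen, cut at about 35% in these data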;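 note: plate controls were DMSO wells with enzyme for no effect and no-enzyme buffer wells for full effect; values of inactives mirror those of a sister screen read the other way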
# tim10-1 inh: growth inhibitors of tim10-1 mutant yeast, primary screen, luminescence, uHTS; S. cerevisiae tim10-1 ts strain growth, BacTiter-Glo, 24 h; inhibition, % at 20 µM; 2.2% of 330,000 active; AID 463190, 2010;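 active = inhibition of at least 40%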;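 note: mutant grown at 25 °C; 0% = DMSO wells with yeast and 100% = wells holding no yeast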
# Apaf-1 inh: inhibitors of human Apaf-1 apoptosome, primary screen, biochemical, DEVD-Rh110 fluorescence, uHTS; Apoptotic protease-activating factor 1 (Homo sapiens), O14727; inhibition, % at 20 µM; 0.71% of 330,000 active; reconstituted apoptosome caspase-3 activity; active = inhibition of at least 40% at 20 µM;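 note: plate controls were DMSO wells for no effect and DEVD-CHO caspase inhibitor wells for full effect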
# Target sequence (O14727 whole entry, looked up): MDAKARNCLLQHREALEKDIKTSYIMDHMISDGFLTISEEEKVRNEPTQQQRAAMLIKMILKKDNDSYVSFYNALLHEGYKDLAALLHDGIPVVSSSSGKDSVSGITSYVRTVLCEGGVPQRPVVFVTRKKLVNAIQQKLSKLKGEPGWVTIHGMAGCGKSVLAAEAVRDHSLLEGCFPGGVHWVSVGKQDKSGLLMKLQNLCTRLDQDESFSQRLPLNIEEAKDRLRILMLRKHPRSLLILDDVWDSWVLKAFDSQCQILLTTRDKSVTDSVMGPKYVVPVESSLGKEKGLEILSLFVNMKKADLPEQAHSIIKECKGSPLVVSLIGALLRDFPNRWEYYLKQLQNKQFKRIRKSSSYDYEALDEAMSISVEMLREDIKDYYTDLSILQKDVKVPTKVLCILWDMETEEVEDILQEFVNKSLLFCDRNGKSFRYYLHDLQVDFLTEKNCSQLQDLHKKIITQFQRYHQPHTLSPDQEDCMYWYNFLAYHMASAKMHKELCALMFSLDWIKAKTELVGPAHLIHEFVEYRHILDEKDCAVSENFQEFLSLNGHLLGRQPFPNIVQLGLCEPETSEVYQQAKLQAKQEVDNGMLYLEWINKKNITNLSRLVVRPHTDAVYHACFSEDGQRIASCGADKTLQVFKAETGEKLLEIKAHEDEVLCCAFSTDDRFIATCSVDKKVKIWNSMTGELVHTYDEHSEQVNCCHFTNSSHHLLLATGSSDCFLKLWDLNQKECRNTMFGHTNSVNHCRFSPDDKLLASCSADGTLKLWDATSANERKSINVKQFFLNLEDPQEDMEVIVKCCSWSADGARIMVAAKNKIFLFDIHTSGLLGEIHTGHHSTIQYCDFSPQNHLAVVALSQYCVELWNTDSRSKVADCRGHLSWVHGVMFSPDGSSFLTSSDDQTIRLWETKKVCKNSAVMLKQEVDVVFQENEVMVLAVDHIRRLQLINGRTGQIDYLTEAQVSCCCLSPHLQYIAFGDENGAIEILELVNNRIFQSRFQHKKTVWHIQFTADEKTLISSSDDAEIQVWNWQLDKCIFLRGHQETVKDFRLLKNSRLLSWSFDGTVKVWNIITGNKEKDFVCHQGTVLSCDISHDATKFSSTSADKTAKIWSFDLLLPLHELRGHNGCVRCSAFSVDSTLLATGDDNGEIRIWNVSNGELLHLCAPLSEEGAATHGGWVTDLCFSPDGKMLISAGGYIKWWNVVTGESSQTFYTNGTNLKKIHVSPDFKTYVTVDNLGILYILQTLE
#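 Assay system: Apoptosome proteins | Medium: pH 7.5 Hepes buffer with CHAPS, BSA, DTT | Also added: Cytochrome c and DEVD-Rh110 substrate | Times: 30 min plus 50 min, RT | Detection: Rhodamine 110 fluorescence at Ex 480/Em 540 nm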
# NALP3 yeast inh: NALP3 inflammasome inhibitors in reconstituted yeast, primary screen, luminescence, uHTS; inhibition, % at 10 µM; 0.39% of 330,000 active; Yeast reconstituted NLRP3/ASC/caspase-1, beta-gal luminescence, 24 h; AID 2825, 2010;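 active = inhibition of 50% or more; inactive = inhibition below 50%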;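 note: plate controls were induced DMSO wells for no effect and uninduced yeast grown without galactose for full effect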
# mIAP inh: inhibitors of mouse IAP, primary screen, biochemical, luminescence, uHTS | inhibition, % at 10 µM | purified mouse IAP, CDP-Star luminescence, 30 min | intestinal alkaline phosphatase [Mus musculus] | AID 2806, 2010 | 0.2% of 330,000 active;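 active = inhibition of at least 40% at 10 µM in the primary screen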;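 note: plate controls were DMSO with enzyme for no effect and no enzyme wells for full effect; values of inactives mirror those of a sister screen read the other way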
# TIM10 inh: growth inhibitors of isogenic TIM10 control yeast, primary screen, counter-screen for tim10-1 yeast inhibitor project, luminescence, uHTS; S. cerevisiae TIM10 strain growth, BacTiter-Glo luminescence, 24 h; inhibition, % at 10 µM; 1.4% of 330,000 active; AID 463195, 2010;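 active = inhibition of 40% or more at the single tested concentration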;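 note: wild-type TIM10 isogenic control strain grown at permissive 25 °C; 0% = DMSO yeast wells and 100% = minimal medium wells without yeast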
# mIAP act: activators of mouse IAP, primary screen, biochemical, luminescence, uHTS; intestinal alkaline phosphatase [Mus musculus]; activation factor at 10 µM; 0.24% of 330,000 active; muIAP, CDP-Star luminescence, 30 min; active compounds read high; 1 = vehicle-only enzyme signal, 0 = enzyme-free wells;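 active = activation factor of at least 2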; note: the source names both 10 and 20 µM as test concentration; values of inactives mirror those of a sister screen read the other way
#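 Assay system: mouse IAP enzyme; reagent: chemiluminescent substrate CDP-Star; dosing: test compounds delivered from DMSO solution; schedule: 30 min at room temperature; measured by: luminescence from enzymatic CDP-Star hydrolysis; controls: DMSO-only wells and no-enzyme negative control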
# Active calls of the source: *.
# Every second line gives: ATG4B inh	mIAP inh	hIAP inh	hIAP activ	TIM10 inh	NALP3 yeast inh	mIAP act	Apaf-1 inh	tim10-1 inh
- O=S(=O)(c1ccccc1)N1CCN(S(=O)(=O)N2CCCCC2)CC1
    -11	-10	16	0.84	-2	-7	1.1	1	-8
- Cc1ccc(NC(=S)N2CCC(c3nc4ccccc4s3)CC2)cc1C
    6	-16	-99	2	-7	23	1.2	8	-16
- CN(C)C(CNC(=O)c1ccc(NS(=O)(=O)c2ccc(F)cc2)cc1)c1ccco1 (centres undefined)
    -7	4	11	0.89	-6	8	0.95	1	-4
- O=C1CCCN1CCCNS(=O)(=O)c1ccc(F)c(F)c1
    -10	7	-6	1.1	10	4	0.93	1	-4
- CCc1nc(SCC(N)=O)c2c(=O)n(C)c(=O)n(C)c2n1
    5	2	17	0.83	-12	-1	0.98	-2	3
- O=C(Nc1ccc(N2CCCCC2)c(S(=O)(=O)Nc2ccccc2Cl)c1)c1cccnc1
    -9	9	10	0.9	16	5	0.91	8	22
- CC1CC(Nc2ccccc2)=NC1(C)C (centres undefined)
    -9	-5	-6	1.1	-6	3	1.1	-16	12
- CCN1CCc2c(C#N)c(N3CCCCC3)nc(NCc3ccccc3)c2C1
    9	3	11	0.89	35	13	0.97	39	38
- Cc1ccc(S(=O)(=O)NC(=NC2CCCCC2)c2ccccc2)cc1
    -6	1	-13	1.1	3	3	0.99	6	22
- CCCN(CCC)S(=O)(=O)c1ccc(N2CCCC2=O)c([N+](=O)[O-])c1
    -7	-1	-5	1	-30	-2	1	1	14
- COC(=O)c1ccc(NC(=O)c2ccc3c(c2)OCO3)cc1
    -6	-1	-13	1.1	-9	-12	1	3	-8
- COc1ccc(NC(=O)CC2SC(=NCC3CCCO3)NC2=O)cc1 (centres undefined)
    -2	11	2	0.98	8	2	0.89	-14	10
- CCOC(=O)Nc1ccc2c(c1)nc1n2CCN(CCOC)C1
    -4	-5	-16	1.2	-14	11	1.1	-4	11
- Cc1ccc(S(=O)(=O)NC(CC(C)C)C(=O)NCCCn2nc(C)cc2C)cc1 (centres undefined)
    4	-14	0	1	4	-7	1.1	1	5
- COc1ccc(C(CNC(=O)COc2ccc(C)c(C)c2)N2CCCCC2)cc1 (centres undefined)
    0	-2	-15	1.1	1	1	1	7	21
- O=C1COc2ccc(C(=O)NC3CC3)cc2N1
    -3	-3	-6	1.1	-9	2	1	-15	-7
- CCOC(=O)N1CCN(Cc2nc3ccc([N+](=O)[O-])cc3c(=O)n2-c2ccccc2F)CC1
    -3	2	14	0.86	7	7	0.98	11	36
- COc1ccc(NS(=O)(=O)c2cccc(C(=O)N/N=C/c3ccccc3OC)c2)cc1
    -14	11	13	0.87	9	20	0.89	16	-6
- O=C(Cn1nnc2ccccc21)NC1CCCCC1
    -2	2	9	0.91	4	7	0.98	-4	12
- CC(C(=O)N(C)c1ccccc1)N1CCN(C(=O)c2ccccc2)CC1 (centres undefined)
    5	-9	-4	1	2	4	1.1	-3	17
- O=C1/C(=C/c2ccc(F)cc2)SC(=S)N1CC(=O)N1CCCCC1c1cccnc1 (centres undefined)
    4	9	18	0.82	30	0	0.91	21	-24
- Cc1ccccc1-n1nc2c(c1NC(=O)c1c(-c3ccccc3Cl)noc1C)CSC2
    -7	-7	-1	1	18	1	1.1	6	12
- O=C(CCc1c[nH]c2ccccc12)N1CCN(S(=O)(=O)c2ccc(F)cc2)CC1
    -4	-2	0	1	8	9	1	10	16
- COc1ccc(CSc2nnnn2-c2ccc(C(=O)O)cc2)cc1
    1	4	5	0.95	-7	9	0.95	-1	2
- Cc1ccc2cc(C#N)c(SCC(=O)N3CCCC3)nc2c1
    -1	-9	7	0.93	8	-1	1.1	-22	9
- C/C(=N\NC(=O)CN1CCN(S(=O)(=O)c2ccc(C)cc2)CC1)c1cccnc1
    0	0	-1	1	-5	7	1	-2	8
- C=CCNC(=O)Nc1cc(Cl)ccc1OC
    1	-1	10	0.9	7	8	1	-6	16
- O=C(NC1CC1)C1CCCN1S(=O)(=O)c1ccc2ccccc2c1 (centres undefined)
    -10	0	-8	1.1	-4	1	1	3	8
- Cc1ccc2c(c1)N(CC(=O)N1CCCCCC1)C(=O)C(C)O2 (centres undefined)
    -11	2	3	0.97	7	3	0.98	3	-3
- O=C(NCCC1CCCCN1S(=O)(=O)c1ccc(Cl)cc1)C(=O)NCCN1CCOCC1 (centres undefined)
    7	3	7	0.93	-6	18	0.97	-4	-6
- O=S(=O)(N1CCCCC1)N1CCCN(S(=O)(=O)N2CCCCC2)CC1
    1	2	-3	1	4	27	0.98	2	13
- O=C(COc1ccc(-c2ccccc2)cc1)N1CCN(C(=O)c2cccnc2)CC1
    -22	0	10	0.9	-5	9	1	12	-3
- Cc1cc2oc(C(=O)Nc3nonc3C)c(C)c2cc1Cl
    3	4	-16	1.2	-3	9	0.95	-8	4
- CCOc1ccc(S(=O)(=O)N(C)c2ccc(OCC(=O)NCc3cccnc3)cc2)cc1
    2	-10	-12	1.1	4	14	1.1	7	10
- CC(NC(=O)c1ccc(Br)cc1Br)c1ccccc1 (centres undefined)
    -8	2	6	0.94	-12	18	0.98	-2	3
- CCN(CC)S(=O)(=O)c1ccc2nc(COC(=O)c3n[nH]c4ccccc34)[nH]c2c1
    -8	2	-15	1.1	6	2	0.98	12	15
- COCCNC(=O)c1onc(CSc2ccccc2F)c1C(=O)O
    -16	-9	5	0.95	-6	8	1.1	3	-9
- COC1CCCN(C(=O)c2ccc(OC3CCN(S(=O)(=O)N(C)C)CC3)cc2)C1 (centres undefined)
    1	-3	0	1	3	6	1	2	11
- Cc1ccc(-n2c(Cc3cccn3C)nnc2SCC(=O)N2CCN(c3ccccc3)CC2)cc1
    13	4	11	0.89	32	-12	0.96	1	20
- CCOCCCNC(=O)C1CCN(S(=O)(=O)N2CC(C)CC(C)C2)CC1 (centres undefined)
    7	-6	-11	1.1	2	17	1.1	-17	9
- CNC(=O)c1ccccc1S(=O)(=O)c1ccccc1C#N
    -6	3	-3	1	2	6	0.97	-2	11
- C=CCOc1ccc(/C=C/C(=O)N2CCCN(S(=O)(=O)c3c(C)noc3C)CC2)cc1
    -7	8	16	0.84	16	5	0.92	36	29
- C[C@@H](CO)NC(=O)c1ccc2c3n(nc2c1)-c1ccccc1CO3
    6	5	-3	1	5	9	0.95	1	2
- COc1ccc(/C=C2\SC(=O)N(CCNC(=O)C3CC4C=CC3C4)C2=O)cc1 (centres undefined)
    4	4	-3	1	14	14	0.96	-9	40
- CCCc1cc(=O)oc2c(CN(CC)CC)c(O)c(Cl)cc12
    6	-5	-12	1.1	3	12	1.1	-12	1
- CN(C)S(=O)(=O)c1ccc(C(=O)NCCN=C2NS(=O)(=O)c3ccccc32)cc1
    -8	1	0	1	-14	2	0.99	-486	-11
- CC1CCN(Cc2c(C(=O)N/N=C/c3ccc(C(F)(F)F)cc3)nnn2-c2nonc2N)CC1
    4	12	14	0.86	14	11	0.88	20	19
- COc1ccc(/C=C2/C(=O)N(c3ccccc3)N=C2C)cc1Br
    5	24	8	0.92	21	16	0.76	87*	32
- COc1ccc(NC(=O)CC23CC4CC(CC(C4)C2)C3)cn1
    -1	3	8	0.92	20	-4	0.97	-4	28
- COc1ccc(NC(=S)SC)cc1OC
    -8	3	-8	1.1	-5	24	0.97	2	2
- Cc1c(/C(O)=C2/C(=O)C(=O)N(Cc3cccnc3)C2c2ccccn2)cnn1-c1ccccc1 (centres undefined)
    -7	-6	2	0.98	-12	-10	1.1	19	13
- CC(Cc1ccccc1)N/C=C1\CC(=O)NC1=O (centres undefined)
    3	8	-7	1.1	9	15	0.92	-3	6
- O=C(c1ccc([N+](=O)[O-])s1)N1CCN(c2ccc(C(F)(F)F)cn2)CC1
    1	2	2	0.98	42*	7	0.98	17	10
- O=C(O)c1cc([N+](=O)[O-])c(NCc2cccnc2)c([N+](=O)[O-])c1
    -4	3	7	0.93	2	7	0.97	2	-18
- COc1ccc(C2C3=C(CC(C)(C)CC3=O)Nc3cc4c(cc32)OCO4)cc1 (centres undefined)
    -6	3	12	0.88	22	-2	0.97	5	23
- O=C(CSc1ccc(Cl)cc1)NCC1CCCO1 (centres undefined)
    5	-11	-18	1.2	3	-4	1.1	-3	10

# Some of the entries above in another layout.
molecule,ATG4B inh,mIAP inh,hIAP inh,hIAP activ,TIM10 inh,NALP3 yeast inh,mIAP act,Apaf-1 inh,tim10-1 inh
COc1ccc(NC(=S)SC)cc1OC,-8,3,-8,1.1,-5,24,0.97,2,2
Cc1c(/C(O)=C2/C(=O)C(=O)N(Cc3cccnc3)C2c2ccccn2)cnn1-c1ccccc1 (centres undefined),-7,-6,2,0.98,-12,-10,1.1,19,13

# Of the compounds above, these have a Cl atom.
# Every second line gives: ATG4B inh	mIAP inh	hIAP inh	hIAP activ	TIM10 inh	NALP3 yeast inh	mIAP act	Apaf-1 inh	tim10-1 inh
- O=C(Nc1ccc(N2CCCCC2)c(S(=O)(=O)Nc2ccccc2Cl)c1)c1cccnc1
    -9	9	10	0.9	16	5	0.91	8	22
- Cc1ccccc1-n1nc2c(c1NC(=O)c1c(-c3ccccc3Cl)noc1C)CSC2
    -7	-7	-1	1	18	1	1.1	6	12
- C=CCNC(=O)Nc1cc(Cl)ccc1OC
    1	-1	10	0.9	7	8	1	-6	16
- O=C(NCCC1CCCCN1S(=O)(=O)c1ccc(Cl)cc1)C(=O)NCCN1CCOCC1 (centres undefined)
    7	3	7	0.93	-6	18	0.97	-4	-6
- Cc1cc2oc(C(=O)Nc3nonc3C)c(C)c2cc1Cl
    3	4	-16	1.2	-3	9	0.95	-8	4
- CCCc1cc(=O)oc2c(CN(CC)CC)c(O)c(Cl)cc12
    6	-5	-12	1.1	3	12	1.1	-12	1
- O=C(CSc1ccc(Cl)cc1)NCC1CCCO1 (centres undefined)
    5	-11	-18	1.2	3	-4	1.1	-3	10

# Assay outcomes: PubChem BioAssay, Sanford-Burnham Center for Chemical Genomics
